Screening results as filed in PubChem.
D1 PAM: potentiators of human D1 dopamine receptor; P21728; HEK293 TREx D1 cells, calcium flux, dopamine EC20 potentiation; potentiation, % at 10 µM; 0.036% of 360,000 active; in the data active means potentiation above about 30%; further: 0% is about no effect
RXFP1 ag: agonists of human relaxin receptor RXFP1 | HEK293T-RXFP1 cAMP TR-FRET, 30 min; response scale: percent of porcine relaxin response, buffer zero | Potency, µM (highest dose often 57.5 µM), inactives show top-dose activation, actives largely listed as activators | 0.3% of 370,000 active | AID 2676; further: potency means the concentration at half of the fitted maximal effect; on the % scale 0 is the no-effect control and ±100 the full control effect; nearly all actives have a fitted effect of over 60% in size; many of its hits are not listed in these tables
Target sequence (Q9HBX9 whole entry, looked up): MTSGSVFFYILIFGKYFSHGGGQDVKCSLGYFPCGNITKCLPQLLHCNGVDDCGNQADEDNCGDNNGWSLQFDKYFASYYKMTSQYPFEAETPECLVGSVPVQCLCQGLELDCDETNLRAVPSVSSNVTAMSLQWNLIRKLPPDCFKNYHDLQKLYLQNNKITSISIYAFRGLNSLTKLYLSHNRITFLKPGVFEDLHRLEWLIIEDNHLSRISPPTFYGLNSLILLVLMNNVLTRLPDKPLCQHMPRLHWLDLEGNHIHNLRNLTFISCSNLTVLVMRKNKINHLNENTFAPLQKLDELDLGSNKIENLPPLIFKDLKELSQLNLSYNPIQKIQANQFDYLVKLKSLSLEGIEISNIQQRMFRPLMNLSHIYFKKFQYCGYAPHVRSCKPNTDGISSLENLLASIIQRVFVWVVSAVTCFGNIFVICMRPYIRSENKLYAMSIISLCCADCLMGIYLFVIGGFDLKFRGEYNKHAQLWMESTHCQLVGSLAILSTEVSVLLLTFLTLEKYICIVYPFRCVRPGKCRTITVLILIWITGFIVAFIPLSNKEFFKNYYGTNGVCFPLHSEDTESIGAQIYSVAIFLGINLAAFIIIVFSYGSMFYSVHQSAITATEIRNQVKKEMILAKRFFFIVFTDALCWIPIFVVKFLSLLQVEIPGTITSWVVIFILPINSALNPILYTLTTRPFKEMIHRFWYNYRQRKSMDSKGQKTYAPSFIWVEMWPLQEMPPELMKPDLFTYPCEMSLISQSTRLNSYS
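Agonist response is measured as cAMP accumulation in an RXFP1-transfected HEK293T line under PDE4 inhibition. Values are scaled between buffer-only and 29 nM porcine relaxin, and EC50s come from standard Hill equation fits.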
GRP78 ERSR act: ER stress response induction in glioma. AID 602332. U87-MG GRP78 promoter luciferase reporter, 16 h. 0.02% of 420,000 active. Potency, µM, without a hit: top-dose activation, actives largely listed as activators; further: potency means the concentration at half of the fitted maximal effect; series mostly up to about 76 µM; % of control where 0% means no effect; nearly all actives have a fitted effect of over 35% in size
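ERSR induction read as luciferase luminescence (Bright-Glo, 10 min at room temperature) in stably transfected human U87-MG glioma cells exposed to compounds for 16 h, using GRP78 as sensor.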
Vif-APOBEC3F blk: inhibitors of Vif-A3F interaction; HeLa A3F-eYFP + Vif (tagged APOBEC3F with the HIV-1 protein that degrades it), YFP fluorescence increase; 0.2% of 390,000 active; Potency, µM (highest dose often 46.1 µM), for inactives: at the highest dose activity, negative = active; further: potency means the concentration at half of the fitted maximal effect; % of control where 0% means no effect; nearly all actives have a fitted effect of over 65% in size
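HeLa cells stably expressing A3F-eYFP plus Vif, plated and incubated overnight at 37 deg C, then exposed to compounds overnight at 37 deg C. Blocked degradation read as raised yellow fluorescence (Ex 488/Em 500-530).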
Vif-A3G inh: inhibitors of Vif-APOBEC3G interaction; HeLa A3G-eYFP + Vif (tagged APOBEC3G with the HIV-1 protein that degrades it), YFP fluorescence, overnight; Potency, µM (highest dose often 46.1 µM), for inactives: top-dose activity, negative = active, hits mostly inhibitors; 0.076% of 410,000 active; AID 602310;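 further: potency means the concentration at half of the fitted maximal effect; on the % scale 0 is the no-effect control and ±100 the full control effect; nearly all actives have a fitted effect of over 60% in size; hits raise eYFP signal because A3G escapes Vif-driven loss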
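Read-out is eYFP fluorescence (Ex 488/Em 500-530) from Vif-expressing HeLa A3G-eYFP cells; more signal means A3G escaped Vif-mediated degradation. Cells plated overnight, compound pinned in, incubated overnight at 37 deg C.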
D1 antag: blocks dopamine activation of the human D1 receptor; HEK293 TREx D1 cells, calcium flux, dopamine EC80; stronger effect = lower value; 3.2% of 360,000 active; activity change, negative = inhibition, % at 10 µM; AID 504652; P21728; in the data active means activity change below about -30%; further: on the % scale 0 is the no-effect control and ±100 the full control effect
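Kinetic fluorescence of a calcium dye serves as the read-out. D1-expressing Hek293 Trex cells, induced overnight at 30 C, are exposed to compound for 180 s before an EC80 dopamine addition, then read 180 s further.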
D1 agonist: agonists of human D1 dopamine receptor | activation, % at 2 µM | 1% of 360,000 active | HEK293 T-REx D1 cells, calcium flux, agonist mode | P21728; in the data active means activation above about 30%; further: 0% is about no effect
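Inducible HEK293 T-REx D1 cells, force-coupled to calcium signalling, were plated at 4000 cells/well with tetracycline and held overnight at 30 C. After no-wash calcium dye loading, compound-evoked calcium rise over 180 s flagged agonists.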
RXFP1 antagonist: RXFP1 (human) relaxin receptor antagonism; Q9HBX9; HEK293-RXFP1, relaxin-stimulated cAMP HTRF, 30 min; stronger effect = lower value; activity change, negative = inhibition, % at 57.5 µM; 0.59% of 350,000 active;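 active means activity change of -60% or lower, but not beyond a set lower limit; inconclusive means change between -60% and -40%, or beyond the set limit; inactive means change above -40%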; further: on the % scale 0 is the no-effect control and ±100 the full control effect
D2 potentiator: positively modulates the human D2 dopamine receptor allosterically; 0.34% of 340,000 active; potentiation, % at 10 µM; AID 485347; P14416; HEK293 T-REx D2, calcium flux, EC20 dopamine potentiation;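 active means potentiation over 3 SD above the plate norm, cut at about 30% in these data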; further: 0% is about no effect
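Using a no-wash calcium dye in inducible, force-coupled HEK293 Trex cells expressing D2, we tracked fluorescence each second for 180 s after compound, then for 180 s after EC20 dopamine to detect augmented signalling.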
The depositor's hits bear a star; ? = inconclusive; nt = not tested or not shown. Unless noted, the call rests on the fitted dose curve; in most records, active means well fitted curve in the direction sought with a large enough effect; inconclusive means small, poorly fitted or top-dose-only effect, or another doubt; inactive means no such curve, though single readings can be large; an effect the other way counts as inactive or inconclusive. The list is partial; rates above refer to the full screens.

Vif-A3G inh,D1 agonist,D2 potentiator,RXFP1 ag,D1 antag,D1 PAM,RXFP1 antagonist,GRP78 ERSR act,Vif-APOBEC3F blk,smiles
-3%,19,1,-1.0%,43,6,-2,-1%,-6%,CCOc1ccc(-c2c(C(=O)N/N=C/c3ccc(OC(C)C)cc3)nnn2-c2nonc2N)cc1
2%,2,0,-0.2%,18,-5,8,-3%,1%,CCOCCCNC(=O)N[C@@H](C)C(=O)OC
2%,-1,nt,0.5%,-4,-1,-14,-3%,3%,Cc1[nH]nc2c1C1(CCN(C(=O)c3ccccc3)CC1)C(C#N)=C(N)O2
-3%,2,20,0.2%,10,-4,-15,-1%,9%,CCC(=O)N1N=C(c2ccccc2)CC1c1ccccc1 (centres undefined)
0%,-1,-7,2.2%,2,-2,-2,-6%,4%,Cc1nn(Cc2ccc(Cl)cc2)c(C)c1NC(=O)c1ccc([N+](=O)[O-])cc1
3%,3,0,-0.3%,0,-6,4,2%,-2%,O=C(Nc1ccc(CN2CCOCC2)cc1)c1ccccc1F
0%,0,-5,1.8%,10,-5,5,-3%,6%,CCN(CC)CCOc1ncnc2c1oc1ccccc12
-8%,2,-5,1.2%,-9,-2,-5,-2%,3%,Cc1cc(Cl)c(C)c(S(=O)(=O)Oc2ccccc2NC(=O)CCC(=O)O)c1Cl
-6%,1,nt,10%,7,-7,-4,2%,?,COc1ccccc1NC(=O)c1ccc(NC(=O)Cc2n[nH]c(=O)c3ccccc23)cc1
1%,6,8,-1.1%,-5,nt,-7,-6%,11%,C=CCNC(=O)CSc1nnc(-c2ccc(S(=O)(=O)N3CCCC3)cc2)n1C
0%,1,-5,1.1%,-6,-4,-3,-1%,-3%,CN(C)CCC(O)c1ccccc1 (centres undefined)
-1%,1,14,1.6%,8,-5,-9,-2%,-5%,Cc1nc(SCc2c(F)cccc2Cl)c2c(=O)n(C)c(=O)n(C)c2n1
1%,1,7,1.4%,-15,-3,-17,-1%,1%,CCCn1c2c(c(O)c(C(=O)NCCCN(CC)CC)c1=O)CCCC2
-7%,8,8,0.2%,-7,2,8,-5%,-7%,COc1ccc(OCCOCCOc2ccc(C)cc2[N+](=O)[O-])cc1
10%,383*,-19,0.6%,-68*,-16,-8,-2%,?,N#CC(C#N)=C1C=C2C=C(N3CCCCCC3)CCC2CC1 (centres undefined)
-1%,16,-8,0.8%,-25,-10,-16,-1%,-11%,FC(F)(F)c1cccc(NC(=S)NCc2ccccc2)c1
-1%,3,-3,-7.4%,2,-1,-9,-5%,6%,COc1cccc(CN2CCNC(=O)C2CC(=O)NCCCn2ccnc2)c1 (centres undefined)
0%,0,0,3.4%,16,-5,-3,-5%,-21%,O=C(CCc1nc2ccccc2c(=O)[nH]1)N1CCN(S(=O)(=O)c2ccccc2Br)CC1
3%,3,-1,2.7%,15,-1,3,1%,-8%,CCOC(=O)c1c(C)[nH]c(C(=O)OCC(=O)NC2CCS(=O)(=O)C2)c1C (centres undefined)
-4%,2,-5,0.0%,8,-6,3,-5%,0%,CCOC(=O)c1c(N2CCCCC2)c2ccccc2[nH]c1=O

Continued, overlapping the part above by 4 compounds.
Vif-A3G inh,D1 agonist,D2 potentiator,RXFP1 ag,D1 antag,D1 PAM,RXFP1 antagonist,GRP78 ERSR act,Vif-APOBEC3F blk,smiles
-1%,3,-3,-7.4%,2,-1,-9,-5%,6%,COc1cccc(CN2CCNC(=O)C2CC(=O)NCCCn2ccnc2)c1 (centres undefined)
0%,0,0,3.4%,16,-5,-3,-5%,-21%,O=C(CCc1nc2ccccc2c(=O)[nH]1)N1CCN(S(=O)(=O)c2ccccc2Br)CC1
3%,3,-1,2.7%,15,-1,3,1%,-8%,CCOC(=O)c1c(C)[nH]c(C(=O)OCC(=O)NC2CCS(=O)(=O)C2)c1C (centres undefined)
-4%,2,-5,0.0%,8,-6,3,-5%,0%,CCOC(=O)c1c(N2CCCCC2)c2ccccc2[nH]c1=O
0%,-2,13,2.9%,4,-3,-12,-3%,4%,O=C(NCc1cccc(C(F)(F)F)c1)c1cccc(Cl)c1Cl
-2%,4,-5,0.2%,-10,nt,nt,-3%,-10%,COc1ccc(-n2nc3c(c2NC(=O)Cc2cccc(C)c2)CS(=O)C3)cc1 (centres undefined)
-1%,1,11,1.4%,-2,2,6,-4%,-1%,COCC(C)NC(=O)C1CC(=O)N(c2ccc(C)cc2)C1 (centres undefined)
1%,-1,nt,-0.6%,-13,2,-24,-3%,-6%,COc1cccc(CNc2ccc(N3CCC(C)CC3)cc2)c1OC
0%,-1,nt,-1.0%,2,9,-15,-3%,-4%,Cc1cc(C)nc(SCc2ccc3nonc3c2)n1
1%,nt,nt,nt,nt,nt,13,-4%,-2%,O=C(CCN=C1NS(=O)(=O)c2ccccc21)Nc1ccc(F)cc1Cl
0%,15,-1,4.9%,-22,-6,-8,-2%,3%,O=[N+]([O-])c1ccc(O)c(C=Nc2ccc3nc(-c4ccccc4)[nH]c3c2)c1
-1%,-1,nt,-1.5%,-6,-2,-22,-5%,0%,CC1Cc2ccccc2N1C(=O)CNc1ccccc1N1CCCCC1 (centres undefined)
-5%,4,5,1.7%,7,-3,-12,-5%,0%,CCS(=O)(=O)c1nc(S(=O)(=O)c2ccc(C)cc2)c(NC(C)c2ccccc2)s1 (centres undefined)
1%,3,0,1.6%,2,1,-5,-11%,5%,COc1ccc(S(=O)(=O)N(C)CC(=O)N2CCCCC2)cc1Cl
-3%,0,-12,1.1%,-3,-11,0,7%,-4%,Oc1oc(-c2ccccc2)nc1C=NCc1ccccc1
-1%,2,1,3.6%,-2,-1,-6,-2%,-1%,O=C(c1ccccc1Cl)N1CCC(O)(c2cccnc2)CC1
-1%,8,-6,2.7%,5,-4,nt,-1%,8%,CCCCc1ccc(NC(=O)c2ccc(=O)n(Cc3cccc(C)c3)c2)cc1
-1%,3,4,-0.2%,-17,3,-33,?,6%,Cc1ccc2oc(Nc3nc(-c4ccccc4)cc(=O)[nH]3)nc2c1
-1%,1,-5,-1.9%,-11,0,3,1%,-11%,COc1cc2c(cc1OC)C(C)N(C(=S)Nc1ccccc1)CC2 (centres undefined)
0%,1,4,9.2%,7,-2,-1,-2%,4%,Cc1ccc2nc3c(cc(C#N)c(=O)n3-c3nccs3)c(=O)n2c1
0%,1,1,1.4%,-14,3,5,-4%,-20%,O=C(Nc1cc(Cl)ccc1Cl)C1CC(=O)N(c2ccc(Br)cc2)C1 (centres undefined)
-1%,3,13,0.4%,13,0,-11,-1%,-8%,COc1cccc(/C=C2\SC(=O)N(CC(=O)NC3C=CS(=O)(=O)C3)C2=O)c1 (centres undefined)
0%,3,16,0.4%,23,-9,-1,-3%,nt,CC(C)C1(C)C(=O)N=C2c3ccccc3C(=O)N21 (centres undefined)
0%,0,9,1.8%,2,5,-17,-2%,0%,CCOC(=O)/C(C#N)=C1/C=Cc2ccccc2N1CC
8%,nt,nt,nt,nt,nt,-1,-2%,5%,Clc1ccccc1NCSC1=NCCS1
1%,0,-2,-0.7%,-2,1,-11,0%,-5%,CCOc1ccc(/C=N/NC(=S)NC2CC3C=CC2C3)cc1 (centres undefined)
0%,8,4,20%,4,-7,5,3%,18%,CCCCNC(=O)CN1C(=O)c2cccc(N)c2C1=O
-1%,1,-16,-2.2%,0,3,-8,-2%,-17%,COC(=O)c1[nH]c2cc(OC)ccc2c1NC(=O)CCN1CCCCC1
-15%,0,-5,6.3%,5,-5,-7,8%,-3%,CCOC(=O)CSc1nc2cc(OC)ccc2cc1C#N
-1%,0,nt,7.3%,-11,-9,-2,0%,0%,COc1ccccc1-c1cc(C(=O)Nc2cccnc2Cl)no1
-1%,2,6,1.3%,-15,5,nt,-3%,3%,CC1CCN(S(=O)(=O)c2ccc3c(ccc(=O)n3CC(=O)Nc3ccc(C(C)C)cc3)c2)CC1
1%,2,2,1.9%,-13,-1,0,-1%,3%,CN(C)C(=O)c1ccc(NC(=O)c2ccccc2-c2ccccc2)cc1
-16%,1,3,9.8%,-22,2,nt,7%,-17%,O=C(Nc1nc(-c2ccc3ccccc3c2)cs1)c1ccc(N2C(=O)CCC2=O)cc1
-3%,nt,nt,nt,nt,nt,8,-5%,0%,COCC(C)n1c(SCC(=O)Nc2cccnc2Cl)nc2ccccc2c1=O (centres undefined)
-9%,1,-9,2.2%,5,-4,-1,0%,?,Cc1sc2nc(SCC(=O)N3CCOCC3)[nH]c(=O)c2c1-c1ccccc1
-2%,1,-28,11%,5,8,5,-1%,5%,CCn1c(C)c2c(C)nnc(C)c2c1C
6%,2,-3,-0.9%,0,9,-5,-1%,3%,Cc1sc2ncn(CC(=O)NCCCN3CC(C)CC(C)C3)c(=O)c2c1S(=O)(=O)N1CC(C)CC(C)C1 (centres undefined)
1%,2,2,3.6%,9,3,-6,?,-5%,CSc1ccccc1-c1nnc(-c2ccc(Cl)cc2Cl)o1
2%,4,-19,-0.7%,-16,4,2,0%,-3%,CCOC(=O)c1ccc(NC(=O)N2CCN(CCc3ccccc3)CC2)cc1
-2%,4,-1,1.1%,15,-4,-10,-4%,0%,CC1CC(=O)Nc2ccccc2N1C(=O)CN1CCN(c2ccccc2)CC1 (centres undefined)
0%,2,1,6.5%,-3,-2,7,-4%,0%,O=C(O)c1cc(Nc2cc(Cl)c3nonc3c2[N+](=O)[O-])ccc1O
3%,nt,nt,nt,nt,nt,-5,-2%,3%,CCOc1ccc(NC(=O)c2ccc(F)c(S(=O)(=O)N3CCCC3)c2)cc1
-6%,6,-5,0.4%,-2,-7,1,-3%,-11%,COc1cccc(NC(=O)CCCN2C(=O)C3CC=CCC3C2=O)c1 (centres undefined)
-8%,1,-3,-1.1%,-25,-2,-3,-10%,2%,COc1ccccc1-c1cn[nH]c1-c1ccc(OCc2ccc(F)cc2)cc1O
2%,0,-14,-0.7%,-21,-1,25,-5%,-6%,N#Cc1ccc(NC(=O)Cn2cnc(S(=O)(=O)N3CCCC3)c2)cc1
0%,2,3,1.6%,7,2,-10,-5%,0%,CCCNC(=O)COC(=O)c1ccc(S(=O)(=O)N2CCCC2)cc1
